# Cav3 T inh = inhibitors of human Cav3.2 T-type calcium channel; O95180; actives 4% (n = 100,000); AID 449739; B-score at 10 µM; Cav3.2-expressing cells, Fluo-4 calcium fluorescence FDSS; active compounds read low;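 active = single-dose well whose peak fluorescence ratio is a statistical outlier from its plate by either plate-standardised score or position-corrected B-score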
# An asterisk follows results filed as active. Not all compounds are listed, so the mix of outcomes need not match the whole.
Cav3 T inh	smiles
-0.45	Cc1c(NC(=O)c2cnn3c2NC(c2ccco2)CC3C(F)(F)F)c(=O)n(-c2ccccc2)n1C (stereo unspecified)
-1.8	CCCn1c(NCc2cccc(OC)c2O)nc2ccccc21
-0.82	CC1(C)CC(=O)C2=C(C1)Nc1ccccc1NC2c1cccnc1 (stereo unspecified)
-0.29	O=C(CCSc1ccccc1)Nc1ccc(OCc2ccccc2)cc1
0.63	CC(=O)N1CSCC1C(=O)O (stereo unspecified)
0.43	O=C(Cc1cccs1)N1CCN(C(=O)C2CCCO2)CC1 (stereo unspecified)
0.83	CCS(=O)(=O)NCc1csc(-c2ccccc2)n1
1.4	CC#CCN1c2ccccc2[C@]23C[C@@H](C(=O)OC)N(C(=O)OCC)C2=NC(C(=O)OC)=C(C(=O)OC)[C@H]13
1.1	O=C(CSc1ncccn1)Nc1ccccc1
-3.9*	COc1cccc(Cn2nnc(C(=O)NCc3ccccc3Cl)c2N)c1

# Continuation:
Cav3 T inh	smiles
0.3	OC(COCC1CC=CCC1)Cn1cnc2ccccc21 (stereo unspecified)
-2	Cc1nonc1OC(C)CNc1ccc([N+](=O)[O-])cc1 (stereo unspecified)
-0.33	CCCc1cc2c(cc1NC(=O)c1ccc(Br)cc1)OCO2
1.5	COc1ccc(Cl)cc1Nc1nc(-c2sc(NC(=O)CC(C)C)nc2C)cs1
-0.31	COC(=O)c1ccc(C)c(NC(=O)c2c(-c3ccccc3)noc2C)c1
-2.4	COc1cc2c(cc1NC(=O)COc1ccc3ccccc3c1)oc1ccccc12
0.035	c1coc(CNc2nc3sc4c(c3c3ncnn23)CCCC4)c1
-0.46	COc1ccc(NC(=O)c2cc(C3CC3)on2)c(OC)c1
-6.2*	O=C(/C=C/c1ccc(F)cc1)NCCC1=CCCCC1
0.15	S=C(Nc1ccccc1)N1CCCCCC1

# (listing goes on)
Cav3 T inh	smiles
0.45	CN1CCN(C2=Cc3ccccc3Sc3cc(F)c(Cl)cc32)CC1
1.6	CCOc1ncccc1C(=O)OCC(=O)Nc1ncc(C(F)(F)F)cc1Cl
0.51	CC1Cc2ccccc2N1C(=O)CCn1c(=O)oc2ccccc21 (stereo unspecified)
1.8	CC(C)C1N=C2c3ccccc3N=C(SCc3cc(=O)n4cc(Cl)ccc4n3)N2C1=O (stereo unspecified)
-0.15	CCc1ccc(C2C(C#N)=C(N)Oc3n[nH]c(CC(=O)OC)c32)cc1 (stereo unspecified)
-1.6	COc1ccc(SC[C@H](Cc2ccccc2)N2CCN(CCc3ccccc3)CCC2=O)cc1
-0.33	COc1ccccc1N1CCN(Cc2ccsc2)CC1
0.61	O=C(c1ccccc1)c1cn[nH]c1-c1ccccc1O
0.021	COCCNC(=O)c1ccccc1NC(=O)C1COc2ccccc2O1 (stereo unspecified)
0.95	CCOCC(=O)Nc1nnc(Cc2ccc(OC)c(OC)c2)s1

# Next part:
Cav3 T inh	smiles
-0.61	COc1cccc(-c2nc(SC)nc3sc(C(=O)NC(C)(C)C)c(N)c23)c1
0.17	COc1ccc(NC(=O)NCCN2C(=O)C3C4C=CC(C4)C3C2=O)cc1 (stereo unspecified)
0.34	C=CCn1c(SCC(=O)N2CCCC2)nc2cc(C(=O)NCC3CCCO3)ccc2c1=O (stereo unspecified)
-0.5	CCn1c(SCc2nc3ccccc3c(=O)[nH]2)nnc1-c1cccnc1
0.89	Cc1ccnc2nc(C(=O)Nc3ccc(N4CCOCC4)cc3)nn12
-0.62	CC(C)NCC(O)COc1ccc(CC(N)=O)cc1 (stereo unspecified)
1	O=C(CN1CCN(S(=O)(=O)c2ccccc2)CC1)NC(=O)NC1CCCCC1
-0.24	Cc1ccc(NC(=O)c2c(C)nc(Nc3nc4ccccc4o3)nc2C)cc1
-0.04	COc1ccccc1NC(=O)N(CCCN1CCOCC1)Cc1cc2cc3c(cc2[nH]c1=O)OCO3
0.29	Cc1cc(N=Cc2cc(Cl)ccc2O)no1

# (cont.)
Cav3 T inh	smiles
1	CCCCNC(=O)c1cc2c(=O)n3cccc(C)c3nc2n(Cc2ccncc2)c1=N
-0.02	COc1ccc(C2Oc3ccccc3N2C(C)=O)cc1 (stereo unspecified)
-0.46	Cc1nn(-c2ccccc2)c2sc(C(=O)NNC(=O)COc3ccccc3)cc12
0.51	CCn1c(SCC(=O)NCC(=O)Nc2ccc(F)cc2)nnc1-c1ccncc1
-7.1*	CN(C)c1ccc(NC(=S)N(CCc2ccccc2)C2CC(=O)N(c3c(Cl)cccc3Cl)C2=O)cc1 (stereo unspecified)
-0.3	CSCCC(NC(=O)OC(C)(C)C)C(=O)Oc1ccc2c(=O)c(-c3ccc4c(c3)OCCO4)coc2c1 (stereo unspecified)
-0.57	COc1ccc(NC(=O)N2CCC(c3ccccc3)C2)c(OC)c1 (stereo unspecified)
0.36	Cc1ccc(C(C)C)c(OCCN(C)C)c1
-1.8	O=C(NCC1COc2ccccc2O1)c1cc2ccccc2o1 (stereo unspecified)
0.13	CCOC(=O)C1CCN(C(=O)CN(c2cc(OC)ccc2OC)S(=O)(=O)c2ccccc2)CC1

# Entries listed so far that have two or more sulfur atoms, in the order listed:
Cav3 T inh	smiles
0.83	CCS(=O)(=O)NCc1csc(-c2ccccc2)n1
1.5	COc1ccc(Cl)cc1Nc1nc(-c2sc(NC(=O)CC(C)C)nc2C)cs1
-0.61	COc1cccc(-c2nc(SC)nc3sc(C(=O)NC(C)(C)C)c(N)c23)c1

# Remaining list, next part.
Cav3 T inh	smiles
-0.096	CN1CCN(CCCNC(=O)Cn2ncc3c4ccccc4n(C)c3c2=O)CC1
0.072	CCOC(=O)c1nnc(-c2ccc(C)cc2)nc1Sc1ccccc1Cl
0.34	O=C(NCCN1CCN(Cc2ccccc2)CC1)c1cc2c(=O)[nH]c3ccccc3c2s1
-3.4	CC(C)Oc1cc(NC(=O)CSCC(=O)Nc2cccc(C(F)(F)F)c2)c(Cl)cc1Cl
0.055	c1cc2c(cc1C1CCCCC1)c1c3n2CCCNC3CCC1 (stereo unspecified)
-1.3	C=CCNC(=O)CSc1ccc(Cl)cc1
-2.5	CCN1CCCC1CNC(=O)c1cc2c(=O)n(C)c3ccccc3c2n1C (stereo unspecified)
-2.9	COc1ccc(C(=O)COC(=O)C(CC(C)C)N2C(=O)c3ccccc3C2=O)cc1 (stereo unspecified)
0.52	CCOc1ccc(OCC)c(NC(=O)Nc2ccc3c(c2)N(C)C(=O)CS3)c1
0.82	CCn1c(SCC(=O)c2cc(OC)ccc2OC)nnc1C(C)C

# The last five records of the part above lead into the next.
Cav3 T inh	smiles
-1.3	C=CCNC(=O)CSc1ccc(Cl)cc1
-2.5	CCN1CCCC1CNC(=O)c1cc2c(=O)n(C)c3ccccc3c2n1C (stereo unspecified)
-2.9	COc1ccc(C(=O)COC(=O)C(CC(C)C)N2C(=O)c3ccccc3C2=O)cc1 (stereo unspecified)
0.52	CCOc1ccc(OCC)c(NC(=O)Nc2ccc3c(c2)N(C)C(=O)CS3)c1
0.82	CCn1c(SCC(=O)c2cc(OC)ccc2OC)nnc1C(C)C
1.1	CC(=O)NC(O)C(=O)c1ccco1 (stereo unspecified)
0.46	CCN1CCC[C@H]1CNC(=O)c1c(O)c(Cl)cc(Cl)c1OC
-0.031	COc1ccc(CCNC(=O)c2cnn3c(C(F)F)cc(C)nc23)cc1OC
0.2	CCCCC(=O)NC1(C(F)(F)F)C(=O)N(Cc2ccco2)C(C)=C1C(=O)OC (stereo unspecified)
-0.046	Cc1nn(C)c(C)c1CNC(=O)c1nn2c(c1Cl)NC(c1cccs1)CC2C(F)(F)F (stereo unspecified)
-0.51	Nc1nnc(-c2cccnc2)s1
1.2	O=C(CNC(=O)c1cccs1)OCC(=O)c1ccccc1
-4.2*	CSc1nsc(SC)c1NC(=O)OC1CCCCC1
-0.4	CCCS(=O)(=O)C(=C1Nc2ccccc2N1)S(=O)(=O)CCC
-1.2	CCCCCCC1/C(=N/O)CCC1C(=O)OC (stereo unspecified)

# More results follow.
Cav3 T inh	smiles
0.5	CC(/C=N/n1c(-c2cccnc2)n[nH]c1=S)=C\c1ccccc1
-0.11	CC(=O)c1cn(CC(=O)Nc2ccccc2)c2ccccc12
-0.2	COc1ccc(NC(=O)Cn2nnc(-c3ccccc3F)n2)cc1Cl
0.97	N#CCSc1nc(Nc2ccc3c(c2)OCO3)c2ccccc2n1
-1.2	N#Cc1cc2c(nc1SCC(O)CS(=O)(=O)Cc1ccccc1)CCCC2 (stereo unspecified)
0.037	O=C(NCCc1ccncc1)C12CC3CC(CC(C3)C1)C2
-0.067	Cc1cc(OCC(=O)Nc2ccc3oc(-c4ccncc4)nc3c2)ccc1Cl
-0.57	CC(C)OC(=O)CSc1nnc(CNc2nc(-c3ccccc3)cs2)n1C
-0.062	O=C(O)c1cccnc1Oc1ccccc1
-1.4	CCn1c(CCNC(=O)c2ccc(Cl)c(Cl)c2)nnc1SCCOc1ccc(OC)cc1

# The list continues:
Cav3 T inh	smiles
0.21	O=c1cc(N2CCc3ccccc32)[nH]c(=O)n1-c1ccccc1
-2.9	Cc1ccc(-n2c(CCc3ccccc3)nnc2SCC(=O)NCc2ccccc2)cc1C
0.33	CN(C)S(=O)(=O)c1ccc(C(=O)Nc2ccc(F)cc2F)cc1
0.99	O=C(CSc1nnnn1-c1ccc2c(c1)OCO2)NCc1cccs1
-0.013	COc1ccc(NC(=O)COC(=O)c2cnccn2)cc1Cl
0.58	COc1ccc(-c2c(C)n([O-])c(C)c(C)[n+]2=O)cc1
1.4	CCOC(=O)C1=C(N)N(c2ccccc2Oc2ccccc2)C(=O)C1
-0.52	CCOC(=O)c1c(-c2ccc(C)o2)csc1NC(=S)NC(=O)c1ccccc1Br
0.17	CCCOn1nnnc1-c1ccccc1
-0.11	CCOc1[nH]n(-c2ccccc2)c(=O)c1C=Nc1ccc(Cl)cc1

# The listing continues.
Cav3 T inh	smiles
0.79	C=CCSc1nc(N)c2c(C)c(C)sc2n1
0.025	CC(C)OCC(O)CN (stereo unspecified)
-0.5	Oc1ccc(Nc2nc(N3CCCC3)c3ccccc3n2)cc1
1.4	COc1ccccc1N1CCN(C(=O)CN(CCc2ccccc2)S(C)(=O)=O)CC1
-0.57	Cc1cc(C)n(-c2ccc(Cl)c(C(=O)OCC(=O)N3CCCCC3C)n2)n1 (stereo unspecified)
0.74	Cc1ccc(-n2ncc3c(N4CCCC(C)C4)ncnc32)c(C)c1 (stereo unspecified)
0.0094	COc1ccc(-c2cc(C(F)(F)F)c(C#N)c(SCC(=O)Nc3nc(C)co3)n2)cc1
0.11	O=C(CCS(=O)(=O)c1ccc(Cl)cc1)Oc1ccc2c(c1)OCO2
-1.6	COn1c2c(c3c4no[n+]([O-])c4ccc31)CCCC2
-4.2	COc1ccc(C(=O)O/N=C/c2c(C(F)(F)F)nn(C)c2SCc2ccccc2Cl)cc1

# Next structures:
Cav3 T inh	smiles
1.9	CCOC(=O)c1cnn(CCOC(=O)Cc2cccs2)c1NC(=O)Cc1cccs1
-1.1	CC(C)CC1NC2(C(=O)N(C)c3ccccc32)C2C(=O)N(C(C)C)C(=O)C12 (stereo unspecified)
-1.3	C/C(=N\NC(=O)CC(C)C)c1ccc(Cl)c(Cl)c1
0.57	Cc1cc(=O)[nH]c(-c2ccccc2)n1
0.37	COc1ccc(C(=O)/C=C/Nc2cc(C)on2)c(OC)c1
-1	CCCSCCCNC(=O)CC1Oc2ccccc2NC1=O (stereo unspecified)
-0.99	CN1CCN(S(=O)(=O)c2ccc(NC(=O)c3cccs3)cc2)CC1
-3.4	Cc1ccc(C)n1-c1ccc(N2CCOCC2)c(Br)c1
0.53	O=c1c2cc(N3CCOCC3)ccc2[nH]c(=S)n1Cc1cccc(Cl)c1
0.3	COC(=O)c1ccc(NC(=O)CSc2nnc(-c3ccncc3)n2C)cc1

# Two records picked at random from the list so far, as already listed:
Cav3 T inh	smiles
0.3	COC(=O)c1ccc(NC(=O)CSc2nnc(-c3ccncc3)n2C)cc1
-1.1	CC(C)CC1NC2(C(=O)N(C)c3ccccc32)C2C(=O)N(C(C)C)C(=O)C12 (stereo unspecified)

# The results go on.
Cav3 T inh	smiles
0.28	COCCn1c(SCc2c(F)cccc2Cl)nc2c1c(=O)[nH]c(=O)n2C
0.44	CCOC(=O)/C(C#N)=C/NC(=O)NC(C)(C)C
-0.2	CCNS(=O)(=O)c1ccc(NC(=O)Cn2nc(C(F)(F)F)cc2C)cc1
0.021	COc1ccc(/C=N/Nc2snc(SC)c2C#N)cc1OC
-0.0021	O=C(Cn1nnc2c(cnn2-c2ccccc2)c1=O)N1CCN(c2ccccc2F)CC1
0.28	COc1ccc(N2C(=O)CSC23C(=O)Nc2ccccc23)cc1 (stereo unspecified)
-0.49	Cc1ccccc1CSc1n[nH]c(NS(=O)(=O)c2ccccc2)n1
0.73	CCCCNC(=O)CC1N=C2c3ccccc3N=C(SCC(=O)Nc3ccc(OC)cc3)N2C1=O (stereo unspecified)
-0.18	Cc1nnsc1NC(=O)OCc1ccccc1Cl
1.3	CC(C)C(=O)N1CCN(c2ccc(NC(=O)c3ccc(Br)o3)cc2)CC1

# More results.
Cav3 T inh	smiles
-3.9*	Cc1ccc(-n2c(Cc3cccn3C)nnc2SCC(=O)Nc2ccc3c(c2)OCO3)cc1
-1.8	CCOC(=O)c1c(N)nn(C(=O)C(C)C)c1-c1ccccc1
0.89	O=C(NCc1nc2ccccc2[nH]1)C1=C[C@H](C2CC2)C[C@H](OCCCCO)O1
-0.093	Cc1nc(C(=O)NC2CCOCC2)sc1C1(C)CC(c2cccc([N+](=O)[O-])c2)=NO1 (stereo unspecified)
-0.24	CCOC(=O)c1ccc(NC(=O)c2nc[nH]c2C(=O)N2CCN(c3ccccc3)CC2)cc1
-0.29	Cc1ccc(C(=O)CN(C(=O)c2ccc(Cl)c(Cl)c2)N2C(=O)C3C4C=CC(C4)C3C2=O)cc1 (stereo unspecified)
0.39	CC(C)OCCCN1C=C2C(=O)C(C)(OC(=O)CCc3ccccc3)C(=O)C=C2C=C1c1ccc(C#N)cc1 (stereo unspecified)
0.36	CCOc1ccc2[nH]c(=O)c(CN(Cc3ccco3)C(=O)c3cccc(F)c3)cc2c1
-0.00053	O=C(NCCc1ccccc1F)C1CCCN1S(=O)(=O)c1ccccc1 (stereo unspecified)
-0.29	CCCNC(=O)c1cccc(COCC(F)(F)C(F)F)c1

# Assay outcomes: PubChem, Vanderbilt High Throughput Screening Facility
